Rv3671c protease: inhibitors of M. tuberculosis serine protease Rv3671c. P9WHR9. inhibition, % at 5.96 µM. hit rate 0.048% among 320,000; in the data active = inhibition above about 38%;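 also: extracellular domain of Rv3671c used as enzyme; 0% = enzyme with DMSO and 100% = no enzyme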
Target sequence (P9WHR9 whole entry, looked up, the tested form may be a part): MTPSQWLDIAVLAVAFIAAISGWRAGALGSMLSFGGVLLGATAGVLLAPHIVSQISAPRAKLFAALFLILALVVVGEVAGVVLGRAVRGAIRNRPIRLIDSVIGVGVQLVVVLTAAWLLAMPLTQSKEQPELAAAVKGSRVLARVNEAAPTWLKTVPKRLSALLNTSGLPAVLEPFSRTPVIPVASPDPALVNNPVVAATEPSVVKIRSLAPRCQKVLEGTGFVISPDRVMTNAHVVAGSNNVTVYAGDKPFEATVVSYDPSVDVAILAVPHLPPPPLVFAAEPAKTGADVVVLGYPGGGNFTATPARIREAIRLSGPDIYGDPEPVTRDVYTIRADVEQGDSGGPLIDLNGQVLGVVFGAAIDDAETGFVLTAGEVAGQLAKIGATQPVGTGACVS
Mtb UGM inh: blocks M. tuberculosis UGM enzyme; P9WIQ1; purified UGM, fluorescence polarization probe displacement; inhibition, % at 10 µM; hit rate 0.06% among 320,000; AID 504406; in the data active = inhibition above about 10%, passing the limit was not always enough
BoNT F protease: inhibitors of Botulinum neurotoxin F light chain protease. Multiplex microsphere protease cleavage assay, flow cytometry. inhibition, % at 10 µM. hit rate 0.22% among 360,000. AID 588497; in the data active = inhibition above about 35%, passing the limit was not always enough; also: plate controls were buffer without enzyme for full effect and enzyme alone for no effect
BioA inh: BioA (M. tuberculosis) enzyme inhibition | purified M. tuberculosis BioA enzyme, plate reader | inhibition, % at 9.99 µM | hit rate 0.096% among 360,000 | AID 602481; in the data active = inhibition above about 40%
MazEF act: activators of E. coli MazEF toxin-antitoxin RNase. FAM/BHQ RNA-DNA oligo cleavage fluorescence, 5 h. activation, % at 20 µM. hit rate 0.32% among 350,000; in the data active = activation above about 50%
Target sequence (P0AE70 whole entry, looked up): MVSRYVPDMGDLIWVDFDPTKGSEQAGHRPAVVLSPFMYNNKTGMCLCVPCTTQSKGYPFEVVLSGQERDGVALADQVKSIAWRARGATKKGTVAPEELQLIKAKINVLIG
Mtb FBA inh: Mtb fructose-bisphosphate aldolase inhibition. P9WQA3. purified M. tuberculosis FBA, fluorescence read-out. inhibition, % at 1 µM. hit rate 2.3% among 360,000. AID 588726; in the data active = inhibition above about 27%;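 also: 0% = vehicle and 100% = reference inhibitor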
Target sequence (P9WQA3 whole entry, looked up): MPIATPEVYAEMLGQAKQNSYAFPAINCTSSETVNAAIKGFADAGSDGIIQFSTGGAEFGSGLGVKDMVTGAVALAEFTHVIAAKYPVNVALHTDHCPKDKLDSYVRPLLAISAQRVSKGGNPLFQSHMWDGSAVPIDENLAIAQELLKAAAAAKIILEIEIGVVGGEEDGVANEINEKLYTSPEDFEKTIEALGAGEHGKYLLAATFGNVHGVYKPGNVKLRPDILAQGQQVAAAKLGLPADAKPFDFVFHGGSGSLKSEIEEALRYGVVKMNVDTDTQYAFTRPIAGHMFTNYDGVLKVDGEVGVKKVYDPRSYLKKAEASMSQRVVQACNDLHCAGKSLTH
GDH-TPI inh: inhibits GDH-TPI coupling enzymes, artifact for Mtb FBA screen; GDH-TPI coupled enzyme counterscreen, NADH absorbance; inhibition, % at 4.8 µM; hit rate 1.2% among 360,000; AID 588335; in the data active = inhibition above about 30%;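 also: 0% = DMSO wells and 100% = wells lacking the enzyme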
PrPC surface inh: cell surface PrPC inhibition, primary TR-FRET screen; TR-FRET read-out; inhibition, % at 13.8 µM; hit rate 0.43% among 370,000; AID 720596; in the data active = inhibition above about 24%; also: 0% = median of the test wells and 100% = reference compound wells
FadD28 binding: M. tuberculosis FadD28 bisubstrate binding inhibition | FadD28 bisubstrate probe binding, fluorescence polarization | inhibition, % at 12.5 µM | hit rate 0.22% among 360,000; in the data active = inhibition above about 8.5%, passing the limit was not always enough
The depositor's hits bear a star. Rows were taken by chance, and some 4.8% of all compounds hit somewhere here.

The first 6 entries (preview)
`Cc1c(Cl)cccc1-n1c(SCC(=O)N(C)Cc2ccccc2)nnc1-c1ccncc1` gave Rv3671c protease -3, Mtb UGM inh 2.5, BoNT F protease -5, BioA inh 15, MazEF act -7, Mtb FBA inh 1, GDH-TPI inh 1, PrPC surface inh 4 and FadD28 binding -4.7.
Screening CCOC(=O)/C=C/C(=O)Nc1ccc(S(=O)(=O)N2CCCCCC2)cc1 returned Rv3671c protease -8, BoNT F protease -2, MazEF act 6, Mtb FBA inh 1, GDH-TPI inh 2 and PrPC surface inh -1.
For O=C(Cc1nnc(NC(=O)Nc2ccc(F)cc2)s1)Nc1ccccc1 the results were Rv3671c protease -38, Mtb UGM inh 1.7, BoNT F protease 5, BioA inh -0.7, MazEF act -12, Mtb FBA inh -5, GDH-TPI inh 8, PrPC surface inh -4 and FadD28 binding -2.9.
`O=C(NC1CC1)C1=C[C@H](c2ccc(C(F)(F)F)cc2)C[C@H](OCc2ccc(CO)cc2)O1` gave Rv3671c protease -1, Mtb UGM inh -2.4, BoNT F protease 6, BioA inh -1.6, MazEF act 199*, Mtb FBA inh 4, GDH-TPI inh 11, PrPC surface inh 3 and FadD28 binding -7.9.
Screening CC(C)NC(=O)c1ccc(-c2ccc(F)c(F)c2)c2ccoc12 returned BoNT F protease 0, BioA inh 1.3, Mtb FBA inh 8, GDH-TPI inh 1, PrPC surface inh 7 and FadD28 binding -0.2.
Screening COc1ccc(C)cc1S(=O)(=O)NCC(c1cccnc1)N1CCc2ccccc2C1 (stereo unspecified) returned Rv3671c protease -4, Mtb UGM inh 3.1, BoNT F protease -2, BioA inh 1.9, MazEF act -7, Mtb FBA inh 5, GDH-TPI inh 4, PrPC surface inh -1 and FadD28 binding -1.7.

The list itself, previewed entries included:
`Cc1c(Cl)cccc1-n1c(SCC(=O)N(C)Cc2ccccc2)nnc1-c1ccncc1` gave Rv3671c protease -3, Mtb UGM inh 2.5, BoNT F protease -5, BioA inh 15, MazEF act -7, Mtb FBA inh 1, GDH-TPI inh 1, PrPC surface inh 4 and FadD28 binding -4.7.
Screening CCOC(=O)/C=C/C(=O)Nc1ccc(S(=O)(=O)N2CCCCCC2)cc1 returned Rv3671c protease -8, BoNT F protease -2, MazEF act 6, Mtb FBA inh 1, GDH-TPI inh 2 and PrPC surface inh -1.
For O=C(Cc1nnc(NC(=O)Nc2ccc(F)cc2)s1)Nc1ccccc1 the results were Rv3671c protease -38, Mtb UGM inh 1.7, BoNT F protease 5, BioA inh -0.7, MazEF act -12, Mtb FBA inh -5, GDH-TPI inh 8, PrPC surface inh -4 and FadD28 binding -2.9.
`O=C(NC1CC1)C1=C[C@H](c2ccc(C(F)(F)F)cc2)C[C@H](OCc2ccc(CO)cc2)O1` gave Rv3671c protease -1, Mtb UGM inh -2.4, BoNT F protease 6, BioA inh -1.6, MazEF act 199*, Mtb FBA inh 4, GDH-TPI inh 11, PrPC surface inh 3 and FadD28 binding -7.9.
Screening CC(C)NC(=O)c1ccc(-c2ccc(F)c(F)c2)c2ccoc12 returned BoNT F protease 0, BioA inh 1.3, Mtb FBA inh 8, GDH-TPI inh 1, PrPC surface inh 7 and FadD28 binding -0.2.
Screening COc1ccc(C)cc1S(=O)(=O)NCC(c1cccnc1)N1CCc2ccccc2C1 (stereo unspecified) returned Rv3671c protease -4, Mtb UGM inh 3.1, BoNT F protease -2, BioA inh 1.9, MazEF act -7, Mtb FBA inh 5, GDH-TPI inh 4, PrPC surface inh -1 and FadD28 binding -1.7.
O=C(CN(Cc1ccc(F)cc1)C(=O)CCC(=O)Nc1ccccn1)NCc1ccco1 was read as Rv3671c protease -13, Mtb UGM inh 1.1, BoNT F protease 4, BioA inh -0.5, MazEF act -1, Mtb FBA inh -1, GDH-TPI inh -2, PrPC surface inh -1 and FadD28 binding -3.8.
For COc1cc(/C=C(/C#N)c2ccc(F)cc2)ccc1OCc1ccc(C(=O)O)o1 the results were Rv3671c protease -15, Mtb UGM inh 0.6, BoNT F protease 2, BioA inh -0.3, MazEF act 0, Mtb FBA inh 1, GDH-TPI inh 45*, PrPC surface inh -11 and FadD28 binding -4.2.
Screening Cc1noc(C)c1C(=O)OCC(=O)Nc1ccccc1Oc1ccccc1 returned Rv3671c protease -6, Mtb UGM inh 5.2, BoNT F protease 4, BioA inh -2.6, MazEF act -1, Mtb FBA inh 4, GDH-TPI inh 5, PrPC surface inh 7 and FadD28 binding 2.0.
Screening CC(=O)Nc1sc(C)c(C)c1C(=O)OCC(=O)NCc1ccc(Cl)cc1 returned Rv3671c protease -3, Mtb UGM inh -4.7, BoNT F protease 2, BioA inh -0.1, MazEF act -18, Mtb FBA inh 1, GDH-TPI inh 1, PrPC surface inh 6 and FadD28 binding -1.9.
Screening O=S(=O)(Nc1ccc(N2CCOCC2)cc1)c1ccc(F)cc1 returned Rv3671c protease 0, Mtb UGM inh -5.3, BoNT F protease -30, MazEF act 3, Mtb FBA inh 1, GDH-TPI inh 5, PrPC surface inh 0 and FadD28 binding -0.8.
`CCOc1ccc(/C=c2\sc3nc(-c4ccco4)nn3c2=O)cc1OCC` gave Rv3671c protease -6, Mtb UGM inh 0.5, BoNT F protease -7, BioA inh -1.0, MazEF act -10, Mtb FBA inh 0, GDH-TPI inh 3, PrPC surface inh -2 and FadD28 binding -2.6.
`CCN(CC)S(=O)(=O)c1cc(NS(=O)(=O)c2c(Cl)cccc2Cl)ccc1C` gave Rv3671c protease 2, Mtb UGM inh 1.3, BoNT F protease 0, MazEF act 8, Mtb FBA inh -1, GDH-TPI inh 2, PrPC surface inh 9 and FadD28 binding 1.7.
For CCOC(=O)CNC(=S)N(Cc1ccc(C)cc1)Cc1ccc(C)o1 the results were Rv3671c protease 5, Mtb UGM inh 1.6, BoNT F protease 23, MazEF act -12, Mtb FBA inh 2, GDH-TPI inh 4, PrPC surface inh 3 and FadD28 binding -1.6.
For COc1cc(C(=O)N2CCN(Cc3ccc4c(c3)OCO4)CC2)c([N+](=O)[O-])cc1OC the results were Rv3671c protease 1, Mtb UGM inh -1.3, BioA inh 2.3, MazEF act 10, Mtb FBA inh -1, GDH-TPI inh 1, PrPC surface inh 0 and FadD28 binding -0.2.
Screening Cc1cccc(NC(=O)c2cc(NC(=O)C3CCCCC3C(=O)O)ccc2N2CCCCC2)c1 (stereo unspecified) returned Rv3671c protease 0, Mtb UGM inh -0.3, BoNT F protease 4, BioA inh 4.1, MazEF act 6, Mtb FBA inh 4, GDH-TPI inh 5, PrPC surface inh -5 and FadD28 binding -19.
For CC1(C(=O)Nc2ccc3c(c2)OCO3)CCN1C(=O)CCc1ccc(Cl)cc1Cl (stereo unspecified) the results were BoNT F protease -7, BioA inh 0.6, Mtb FBA inh -1, GDH-TPI inh -4, PrPC surface inh 9 and FadD28 binding -2.2.
For C=CCNc1ncnc2c1ncn2[C@H]1CN(Cc2ccc(-c3ccccc3)cc2)C[C@@H](CO)O1 the results were BoNT F protease 2, BioA inh -0.8, Mtb FBA inh -3, GDH-TPI inh 12, PrPC surface inh -1 and FadD28 binding -2.7.
Screening Cc1cc2c3ccccc3ncn2n1 returned Rv3671c protease -3, Mtb UGM inh 2.4, BoNT F protease -10, MazEF act 0, Mtb FBA inh 8, GDH-TPI inh 20, PrPC surface inh 3 and FadD28 binding -2.2.
Screening Cc1cc(F)ccc1C(O)c1ncc(-c2ccc(Cl)cc2)[nH]1 (stereo unspecified) returned BoNT F protease 0, BioA inh 1.8, Mtb FBA inh -1, GDH-TPI inh -2, PrPC surface inh 2 and FadD28 binding -1.2.

Reprinted from the part before: 2 entries, then new ones.
Screening Cc1cc2c3ccccc3ncn2n1 returned Rv3671c protease -3, Mtb UGM inh 2.4, BoNT F protease -10, MazEF act 0, Mtb FBA inh 8, GDH-TPI inh 20, PrPC surface inh 3 and FadD28 binding -2.2.
Screening Cc1cc(F)ccc1C(O)c1ncc(-c2ccc(Cl)cc2)[nH]1 (stereo unspecified) returned BoNT F protease 0, BioA inh 1.8, Mtb FBA inh -1, GDH-TPI inh -2, PrPC surface inh 2 and FadD28 binding -1.2.
COc1cccc(-c2nnc(SCC(=O)Nc3ccc4c(c3)OCCO4)n2Cc2ccco2)c1 was read as Rv3671c protease -2, Mtb UGM inh 1.3, BoNT F protease 5, BioA inh -1.0, MazEF act 6, Mtb FBA inh 0, GDH-TPI inh 9, PrPC surface inh 0 and FadD28 binding -0.9.
For CNc1nc(-c2ccc3c(c2)CCN3C(=O)CC(C)(C)C)c(C)s1 the results were Rv3671c protease 4, Mtb UGM inh -1.2, BoNT F protease -3, MazEF act -15, Mtb FBA inh 1, GDH-TPI inh 2, PrPC surface inh 4 and FadD28 binding -1.6.
For Cc1cc(C)nc(SCC(=O)c2ccc(F)cc2)n1 the results were Rv3671c protease -2, Mtb UGM inh -0.3, BoNT F protease 18, BioA inh 0.7, MazEF act 0, Mtb FBA inh -1, GDH-TPI inh 1, PrPC surface inh -5 and FadD28 binding -1.9.
Cc1nn(CC(=O)OCC(=O)NC(C)c2ccccc2)c(C)c1[N+](=O)[O-] (stereo unspecified) was read as Rv3671c protease -2, Mtb UGM inh -1.0, BoNT F protease 3, MazEF act 3, Mtb FBA inh 2, GDH-TPI inh 8, PrPC surface inh 0 and FadD28 binding -1.1.
C[C@H]1CN(C2CCCCC2)C(=O)[C@@H]1CC(=O)Nc1ccccc1 was read as BoNT F protease 0, BioA inh -5.8, MazEF act 6, Mtb FBA inh 1, GDH-TPI inh 3, PrPC surface inh 0 and FadD28 binding -0.6.
Screening CN(C(=O)Nc1ccc(S(=O)(=O)N(C)C)cc1)C1CCCCC1 returned Rv3671c protease 5, Mtb UGM inh -2.7, BoNT F protease 24, BioA inh 0.7, MazEF act 1, Mtb FBA inh 1, GDH-TPI inh 0, PrPC surface inh -4 and FadD28 binding -3.7.
For CCOCCCNCc1ccc(Cl)cc1 the results were Rv3671c protease 2, Mtb UGM inh 0.0, BoNT F protease 11, BioA inh 0.9, MazEF act 2, Mtb FBA inh -2, GDH-TPI inh 7, PrPC surface inh -1 and FadD28 binding -2.5.
CC(=O)c1cccc(OCC(=O)NC2CCCCCC2)c1 was read as BoNT F protease -2, BioA inh 0.4, MazEF act 5, Mtb FBA inh -2, GDH-TPI inh 6, PrPC surface inh -2 and FadD28 binding -3.9.
For NS(=O)(=O)c1cc(C(=O)OCC(=O)Nc2ccc(N3CCCCC3)cc2)ccc1Cl the results were Rv3671c protease -1, Mtb UGM inh 1.3, BoNT F protease 2, BioA inh 1.2, MazEF act 1, Mtb FBA inh -4, GDH-TPI inh 0, PrPC surface inh 10 and FadD28 binding -2.1.
`COCCN1C(=O)NC(=O)/C(=C\c2ccc(Br)cc2)C1=O` gave Rv3671c protease -17, Mtb UGM inh -1.1, BoNT F protease -2, MazEF act 0, Mtb FBA inh -4, GDH-TPI inh 10, PrPC surface inh 10 and FadD28 binding -0.1.
O=C(Nc1ccccc1C(=O)O)/C(=C/c1ccc([N+](=O)[O-])cc1)NC(=O)c1ccc(Br)o1 was read as Rv3671c protease -11, Mtb UGM inh 1.3, BoNT F protease 3, MazEF act 0, Mtb FBA inh 1, GDH-TPI inh 7, PrPC surface inh -3 and FadD28 binding 1.0.
Screening O=C(NNC(=O)c1cccc(C(F)(F)F)c1)c1ccncc1 returned Rv3671c protease 0, Mtb UGM inh 1.3, BoNT F protease -7, BioA inh -0.2, MazEF act 0, Mtb FBA inh 3, GDH-TPI inh 5, PrPC surface inh -12 and FadD28 binding 0.1.
Screening CC(C)N1CCN(S(=O)(=O)c2ccccc2)CC1 returned Rv3671c protease 6, Mtb UGM inh -1.4, BoNT F protease 21, BioA inh -4.0, MazEF act 3, Mtb FBA inh -1, GDH-TPI inh 4, PrPC surface inh 9 and FadD28 binding -4.0.
COC(=O)COc1ccc(/C=N/NC(=O)CN(c2ccccc2OC)S(=O)(=O)c2ccccc2)cc1 was read as Rv3671c protease 3, Mtb UGM inh 0.6, BoNT F protease 0, MazEF act 5, Mtb FBA inh 2, GDH-TPI inh 0, PrPC surface inh -11 and FadD28 binding 0.0.
Screening CC(=O)Nc1ccc(S(=O)(=O)NCCC(=O)OCc2ccccc2F)cc1 returned Rv3671c protease -5, Mtb UGM inh -0.1, BoNT F protease -2, BioA inh 3.6, MazEF act -16, Mtb FBA inh 4, GDH-TPI inh 4 and PrPC surface inh 3.
`CC1OC(Oc2ccc3ccc(=O)oc3c2-c2c(O)ccc3cc(Oc4ccc5ccc(=O)oc5c4)c(=O)oc23)C(O)C(O)C1O` (stereo unspecified) gave Rv3671c protease -1, Mtb UGM inh 2.9, BoNT F protease -10, BioA inh 0.9, MazEF act 5, Mtb FBA inh 3, GDH-TPI inh 45*, PrPC surface inh -18 and FadD28 binding -0.2.

Screening data deposited in PubChem by several laboratories.
